# rTrxR1 inhibitor: blocks rat thioredoxin reductase 1; recombinant rTrxR1, NADPH fluorescence consumption, selenite substrate; Potency, µM (titrated, usually from 114 µM), for the others: at the top dose activity change, negative = inhibition, most hits filed as inhibitors; hit rate 1% among 390,000; AID 588453; note: % is set by controls: 0 for no effect and ±100 for the full control effect; nearly all actives have a fitted effect of over 65% in size
#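 Rat TrxR1 (90 nM in the dispensed reagent) was pre-reduced with 400 uM NADPH for 5 min at room temperature, then incubated with compound for 15 min. After 400 uM selenite was added, NADPH fluorescence (Ex 340/Em 450 nm) was followed for 8 min.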
# 12-LOX inh: inhibitors of human 12S-lipoxygenase ALOX12. P18054. purified 12hLO, xylenol orange hydroperoxide absorbance. Potency, µM (highest dose often 108 µM), inactives show top-dose activity change, negative = inhibition, usual class: inhibitors. hit rate 1.1% among 580,000; note: % is set by controls: 0 for no effect and ±100 for the full control effect
#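 Hydroperoxide product was detected by ferrous iron/xylenol orange as the 573 to 405 nm absorbance ratio. Arachidonic acid at 40 uM (final) was turned over for 30 min at room temperature by 150 nM human 12hLO, pH 7.0 Hepes buffer, after 15 min compound preincubation.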
# HP1b chromo inh: inhibitors of HP1-beta chromodomain binding to methylated histone tails; AlphaScreen HP1-beta / biotin-H3K9me3 peptide binding; AID 540317; P83916; hit rate 0.56% among 390,000; Potency, µM (top dose mostly 114 µM), inactives show at the highest dose activity change, negative = inhibition, most hits filed as inhibitors; note: nearly all actives have a fitted effect of over 70% in size; inactives centre near 23
# Target sequence (P83916 whole entry, looked up): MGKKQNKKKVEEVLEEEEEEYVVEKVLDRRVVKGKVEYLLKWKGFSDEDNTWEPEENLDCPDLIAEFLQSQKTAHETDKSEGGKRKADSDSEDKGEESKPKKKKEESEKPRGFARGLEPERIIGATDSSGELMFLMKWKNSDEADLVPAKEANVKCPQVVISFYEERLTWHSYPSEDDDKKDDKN
#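 HP1-beta protein (50 nM final) preincubated 30 min at room temperature with biotinylated H3(1-18)K9me3 peptide (50 nM) in PBS pH 7.4, 0.01% Tween-20, then compound added for 30 min. AlphaScreen streptavidin donor/nickel chelate acceptor beads (10 ug/mL final), 30 min dark, luminescence read.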
# JMJD2A Tudor: JMJD2A Tudor domain (human) inhibition; O75164; AlphaScreen JMJD2A-Tudor / H3K4me3 peptide binding; Potency, µM (titrated, usually from 114 µM), without a hit: at the highest dose activity change, negative = inhibition, most hits filed as inhibitors; hit rate 4.4% among 390,000; AID 504339; note: % is set by controls: 0 for no effect and ±100 for the full control effect; nearly all actives have a fitted effect of over 50% in size
# PGK inhibitor: inhibitors of T. brucei phosphoglycerate kinase. Potency, µM (series often up to 57.5 µM), without a hit: top-dose activity change, negative = inhibition, most hits filed as inhibitors. hit rate 0.043% among 380,000. P07378. PGK/GAPDH coupled, Kinase-Glo luminescence, 60 min; note: % is set by controls: 0 for no effect and ±100 for the full control effect; nearly all actives have a fitted effect of over 60% in size
# Target sequence (P07378 whole entry, looked up): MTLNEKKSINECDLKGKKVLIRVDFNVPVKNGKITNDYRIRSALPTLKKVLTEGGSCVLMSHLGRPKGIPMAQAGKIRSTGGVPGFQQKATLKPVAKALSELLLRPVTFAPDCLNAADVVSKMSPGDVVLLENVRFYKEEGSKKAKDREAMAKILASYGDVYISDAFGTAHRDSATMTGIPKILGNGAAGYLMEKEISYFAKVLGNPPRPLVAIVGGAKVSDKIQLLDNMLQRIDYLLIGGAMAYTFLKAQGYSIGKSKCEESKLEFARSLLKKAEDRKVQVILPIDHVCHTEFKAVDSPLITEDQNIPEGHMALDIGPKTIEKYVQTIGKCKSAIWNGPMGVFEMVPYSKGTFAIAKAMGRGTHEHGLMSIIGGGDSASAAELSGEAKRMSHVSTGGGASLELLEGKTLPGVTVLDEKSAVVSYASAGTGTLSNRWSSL
#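 Luminescent ATP detection (Kinase-Glo Plus) follows a 60-minute room-temperature incubation, with wells lacking PGK as controls. Buffer: 100 mM TEA (pH 7.6), 5 mM MgCl2, 0.01% Tween-20. Coupling enzyme GAPDH (100 nM final) supplies unstable 1,3-BPG in-well.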
# ERG-DNA inh: blocks human ERG Ets domain binding to DNA; fluorescence polarization, His-ERG Ets domain / labelled DNA; Potency, µM (doses to about 76.9 µM), for the others: at the top dose FP activity, negative = inhibition, usual class: inhibitors; hit rate 0.028% among 370,000; active = well fitted inhibition curve with a large enough effect in the polarisation, with a control signal flat; inconclusive = small, poorly fitted or top-dose-only effect, or effect the other way, or a change in a side signal; inactive = no such curve, though single readings can be large or run the other way; the % refers to the polarisation;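 note: polarization taken with two DNA probes labelled with fluorescein and Texas red; % of control where 0% means no effect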
#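 His-tagged ERG Ets domain (1 uM in the protein solution; 300mM KCl, 50mM Tris-HCl, 1mM EDTA, 1mM DTT, pH 7.5) received compound, then a probe mix of 5 nM fluorescein-DNA and 100nM Texas-615-DNA. Fluorescence polarization was read for both dyes.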
# Pin1 inh: inhibitors of human Pin1; Potency, µM (doses to about 115 µM), for inactives: at the highest dose activity, negative = inhibition, actives largely listed as inhibitors; Pin1 FP peptide displacement, HiFluor488, 10 min; Q13526; hit rate 0.009% among 390,000; active = well fitted inhibition curve with a large enough effect in the polarisation, with a control signal flat, not every such curve was filed as active; inconclusive = small, poorly fitted or top-dose-only effect, or effect the other way, or a change in a side signal; inactive = no such curve, though single readings can be large or run the other way; the % refers to the polarisation; note: % is set by controls: 0 for no effect and ±100 for the full control effect
# Target sequence (Q13526 whole entry, looked up): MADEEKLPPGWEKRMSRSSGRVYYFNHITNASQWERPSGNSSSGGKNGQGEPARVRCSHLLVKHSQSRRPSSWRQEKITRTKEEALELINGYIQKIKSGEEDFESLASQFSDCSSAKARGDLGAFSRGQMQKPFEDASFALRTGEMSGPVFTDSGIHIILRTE
# GLS inh: glutaminase GLS (human) inhibition; Potency, µM (titrated, usually from 45.5 µM), without a hit: top-dose activity change, negative = inhibition, hits mostly inhibitors; O94925; GLS enzymatic activity, qHTS titration; hit rate 0.21% among 410,000; note: % is set by controls: 0 for no effect and ±100 for the full control effect
#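 Compounds were pin-transferred onto hKGA, after which L-glutamine (1 mM solution) and a detection mix of glutamate oxidase, HRP and Amplex Red were added. Initial and 30 min RT fluorescence reads were collected.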
# RGS4 inh: human RGS4 inhibition. P49798. Transcreener GDP fluorescence polarization, RGS4-accelerated GTP hydrolysis. Potency, µM (doses to about 114 µM), for the others: top-dose activity change, negative = inhibition, actives largely listed as inhibitors. hit rate 0.039% among 390,000; note: % is set by controls: 0 for no effect and ±100 for the full control effect; nearly all actives have a fitted effect of over 75% in size; some results filed as inactive show a strong effect at the top dose
# Target sequence (P49798 whole entry, looked up): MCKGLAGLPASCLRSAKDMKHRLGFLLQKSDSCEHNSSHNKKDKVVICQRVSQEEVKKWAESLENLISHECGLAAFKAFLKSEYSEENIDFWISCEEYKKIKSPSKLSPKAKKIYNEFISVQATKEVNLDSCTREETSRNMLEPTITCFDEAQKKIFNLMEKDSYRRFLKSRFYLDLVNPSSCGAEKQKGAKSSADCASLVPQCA
#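 MLSMR compounds (23 nl, pin-transferred) preincubated 10 min at room temperature with a 500nM (2x) first reagent, then RGS4 at 900nM (2x) plus Transcreener GDP mix added; fluorescence polarization (620/688 nm) read before and after 90 min at 30 °C.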
# Numbers without * were called inactive; i = inactive; ? = inconclusive; . = no result given; & = joins results of further samples; [ ] = another dose, or the depositor's remark. Unless noted, calls come from the whole dose curve; as a rule, active = well fitted curve in the direction sought with a large enough effect; inconclusive = small, poorly fitted or top-dose-only effect, or another doubt; inactive = no such curve, though single readings can be large; an effect the other way counts as inactive or inconclusive. Potency is the fitted concentration of half-maximal effect.
SMILES | rTrxR1 inhibitor | 12-LOX inh | HP1b chromo inh | JMJD2A Tudor | PGK inhibitor | ERG-DNA inh | Pin1 inh | GLS inh | RGS4 inh
O=C(c1ccccc1)N1CCSC1=S | ? | -3% | 32% | -7% | 2% | 3% | 3% | 33%[activator] | -23%
CCCc1cc(C(=O)NC(C)C2CCCO2)cs1 (stereo unspecified) | -16% | -14% | 33% | -15% | -4% | 4% | 2% | -2% | -41%
O=C(Nc1ccc(F)cc1F)c1cccc(C(=O)Nc2ccc(F)cc2F)n1 | 8% | 0%&3% | 32% | -10% | 5% | 4% | 3% | 0% | 28%
CCOC(=O)c1c(NC(=O)Nc2ccc(Cl)cc2)sc(C)c1C | 12% | -4% | 11% | -19% | -7% | -3% | 3% | 6% | -5%
[O-]/C(=C(\C(=S)Nc1cccc2ccccc12)[n+]1ccccc1)c1cccs1 | 13%[57.1 µM] | 36%[activator] | ? | 79µM* | -6% | -1% | 8% | -4% | -25%
COC(CNC(=O)c1cc(S(=O)(=O)N2CCc3ccccc32)ccc1F)OC | -1% | 0% | 23% | -13% | -4% | -12% | -1% | 0% | 3%
COc1ccc2o/c(=N\O)c(C(=O)Nc3ccccc3OC)cc2c1 | -13% | ? | 5% | -25% | -4% | -10% | 9% | -3% | -8%
COc1cc2c(cc1OC)C(c1ccsc1)CC(=O)N2 (stereo unspecified) | -10% | -5% | 9% | -20% | -1% | -1% | 0% | 3% | ?
O=C(c1cc(-c2ccc(O)cc2)on1)N1CCOCC1 | 2% | 41%[activator] | 16% | 1% | 3% | -2% | 0% | -8% | 21%
O=C(NCC(=O)N1CCc2ccccc2C1)c1ccc(Cl)cc1Cl | 5% | 30% | 17% | -1% | -4% | -7% | 4% | 2% | -8%
COc1ccc(/C(C)=N/Nc2ncc(Cl)cc2Cl)c(O)c1 | 1%[57.1 µM] | 0% | 20% | -7% | 0% | 2% | -1% | -20% | -26%
O=c1c(N2CCOCC2)coc2ccccc12 | 0% | -14% | 91%[activator] | -10% | i | 14% | 1% | -2% | -11%
Cc1n[nH]c(C)c1CCNC(=O)C1CCC(=O)N(CCc2cccc(F)c2)C1 (stereo unspecified) | 4% | 9% | 36% | -5% | 3% | -1% | -1% | 2% | -44%
C[C@H](CO)N1C[C@H](C)[C@@H](CN(C)C(=O)Nc2ccc(C(F)(F)F)cc2)Oc2c(NC(=O)Cc3ccccc3)cccc2C1=O | -9% | 0% | 24% | -30% | 2% | -9% | -1% | 9% | -20%
Cc1ccc(NS(=O)(=O)c2ccc(OCC(=O)Nc3cccc([N+](=O)[O-])c3)c(C)c2)cc1 | 9%[57.1 µM] | -1% | -12% | ? | -13% | -3% | 1% | -2% | -12%
Cc1c(NC(=O)c2cc3c(=O)n4ccccc4nc3s2)c(=O)n(-c2ccccc2)n1C | 9% | 1% | 38%[activator] | -9% | i | -6% | 5% | 4% | 8%
O=C(Cn1ncc2c3ccccc3n(Cc3ccc(Cl)cc3)c2c1=O)NCc1cccs1 | -6% | 1% | 16% | -7% | 3% | 1% | ? | -11% | 11%
CCCCNc1nc(Oc2ccc(OCC(N)=O)nn2)nc(N2CCOCC2)n1 | 12% | -20% | 44%[activator] | -3% | . | -1% | 1% | -3% | -19%
Cn1c(=O)c2[nH]c(Nc3ccccc3)nc2n(C)c1=O | -28% | -21% | 24% | -9% | 0% | 1% | -5% | 19% | -7%
C/C(=C/Cc1c(O)cc2oc(C)cc(=O)c2c1O)COC1OC(CO)C(O)C(O)C1O (stereo unspecified) | 15%[57.1 µM] | 12% | 33% | -26% | -4% | 7% | -4% | 1% | 5%

# Three structures out of the list, arranged by SMILES length, rising.
SMILES | rTrxR1 inhibitor | 12-LOX inh | HP1b chromo inh | JMJD2A Tudor | PGK inhibitor | ERG-DNA inh | Pin1 inh | GLS inh | RGS4 inh
O=c1c(N2CCOCC2)coc2ccccc12 | 0% | -14% | 91%[activator] | -10% | i | 14% | 1% | -2% | -11%
Cn1c(=O)c2[nH]c(Nc3ccccc3)nc2n(C)c1=O | -28% | -21% | 24% | -9% | 0% | 1% | -5% | 19% | -7%
Cc1c(NC(=O)c2cc3c(=O)n4ccccc4nc3s2)c(=O)n(-c2ccccc2)n1C | 9% | 1% | 38%[activator] | -9% | i | -6% | 5% | 4% | 8%

# Returning to the listing, repeating the seven entries before the break.
SMILES | rTrxR1 inhibitor | 12-LOX inh | HP1b chromo inh | JMJD2A Tudor | PGK inhibitor | ERG-DNA inh | Pin1 inh | GLS inh | RGS4 inh
C[C@H](CO)N1C[C@H](C)[C@@H](CN(C)C(=O)Nc2ccc(C(F)(F)F)cc2)Oc2c(NC(=O)Cc3ccccc3)cccc2C1=O | -9% | 0% | 24% | -30% | 2% | -9% | -1% | 9% | -20%
Cc1ccc(NS(=O)(=O)c2ccc(OCC(=O)Nc3cccc([N+](=O)[O-])c3)c(C)c2)cc1 | 9%[57.1 µM] | -1% | -12% | ? | -13% | -3% | 1% | -2% | -12%
Cc1c(NC(=O)c2cc3c(=O)n4ccccc4nc3s2)c(=O)n(-c2ccccc2)n1C | 9% | 1% | 38%[activator] | -9% | i | -6% | 5% | 4% | 8%
O=C(Cn1ncc2c3ccccc3n(Cc3ccc(Cl)cc3)c2c1=O)NCc1cccs1 | -6% | 1% | 16% | -7% | 3% | 1% | ? | -11% | 11%
CCCCNc1nc(Oc2ccc(OCC(N)=O)nn2)nc(N2CCOCC2)n1 | 12% | -20% | 44%[activator] | -3% | . | -1% | 1% | -3% | -19%
Cn1c(=O)c2[nH]c(Nc3ccccc3)nc2n(C)c1=O | -28% | -21% | 24% | -9% | 0% | 1% | -5% | 19% | -7%
C/C(=C/Cc1c(O)cc2oc(C)cc(=O)c2c1O)COC1OC(CO)C(O)C(O)C1O (stereo unspecified) | 15%[57.1 µM] | 12% | 33% | -26% | -4% | 7% | -4% | 1% | 5%
O=C(CNc1cccc(S(=O)(=O)N2CCCC2)c1)Nc1ccc(F)cc1F | -1% | 2% | 12% | -23% | -2% | -2% | -2% | 3% | 4%
Cc1ccc(CNC(=O)COc2cccc3c2OC(C)(C)C3)cc1 | -11% | -5% | 33% | 2% | -4% | 0% | -4% | -10% | -13%
O=C(Nc1ccccc1C(F)(F)F)C1(S(=O)(=O)c2ccc(Cl)cc2)CC1 | -7% | ? | 48%[activator] | -2% | 7% | -5% | -11% | 16% | -5%
CCOC(=O)C1=C(CSc2nc(-c3ccccc3)ccc2C#N)OC(N)=C(C#N)C1c1cccnc1 (stereo unspecified) | -10%[57.1 µM] | 1% | 33% | -19% | -3% | 3% | ? | -1% | ?
O=C(NCc1cccs1)C(NS(=O)(=O)c1cccc2nsnc12)c1ccccc1 (stereo unspecified) | 27% | -1% | -4% | ? | i | 11% | 1% | 1% | -22%
O=C(CSc1nc(Nc2ccccc2)nc(N2CCOCC2)n1)Nc1ccc(Br)cc1F | 26% | 0% | 31% | 9% | -2% | 2% | 2% | -1% | -6%
O=C(c1cc(F)ccc1F)C1CCCN(C(=O)CCc2cnccn2)C1 (stereo unspecified) | -17% | 0% | 14% | 5% | 1% | -10% | 8% | ? | -5%
COc1cccc(NC(=S)NC(=O)Cc2ccc(Cl)cc2)c1 | -35% | 0% | 65%[activator] | 3% | -7% | -6% | -4% | 1% | -43%
Cn1nc(C(F)(F)F)c2cc(C(=O)NC3CC3)sc21 | -5% | 481%[activator] | 26% | -8% | -7% | -4% | -6% | -5% | -10%
C=CCNC(=O)C1CCN(S(=O)(=O)c2ccc(Br)cc2)CC1 | -3% | i | 24% | -7% | -10% | -10% | -2% | 5% | -16%
CCC(C)(C)c1nnc(NC(=O)c2ccc([N+](=O)[O-])cc2)s1 | 11% | 70%[activator][57.4 µM] | 25% | -2% | -2% | 1% | -4% | 4% | -19%
CC(c1ccncn1)N(C)Cc1nc(Cc2ccccc2F)no1 (stereo unspecified) | -2%[57.1 µM] | 1% | 39%[activator] | -15% | -4% | 7% | 0% | -16% | 11%
COc1ccc(-c2csc(NCCc3nc4cc(C(=O)NCCCO)ccc4n3Cc3ccc(C)cc3)n2)cc1 | 4%[57.1 µM] | ? | -18% | ? | -8% | 17% | 22% | -17% | -34%
Cc1cc(-c2ccc(C)c(S(=O)(=O)N(Cc3cccs3)C(C)C)c2)on1 | 3%[57.1 µM] | -24% | 7% | -2% | -8% | -2% | 1% | -7% | 6%
Cc1noc(C)c1C(=O)N1CCN(CCc2ccccc2)CC1 | -24%[57.1 µM] | 1% | 40%[activator] | -5% | i | -4% | -7% | -6% | -7%
Cc1ccc(S(=O)(=O)CC(=O)N2CCN(c3ccc([N+](=O)[O-])cc3)CC2)cc1 | 8% | ? | -16% | -29% | i | 20% | -1% | 6% | 9%
CCOc1ccc(Nc2nc(N)nc(CSC(=S)N3CCOCC3)n2)cc1 | 8% | 0% | 51%[activator] | -18% | i | -9% | -2% | -6% | -8%
c1ccc(-c2ccccc2OCCCN2CCCCC2)cc1 | -3% | -24% | -20% | 7.9µM* | -2% | . | 4% | 17% | -41%
Cc1c(C)n(C(=O)CSc2nccn2C)c2ccccc12 | ? | -27% | 4% | 0%[11.4 µM] | -10% | -2% | 8% | -11% | 8%[11.4 µM]

# The list is partial (hit frequency here may not be typical).
